Source: PubChem
PI5P4Ka inh – blocks human PI5P4K alpha kinase activity | 1.2% of 330,000 active | AID 652105 | P48426 | max response, % | PI5P4Kalpha enzyme, ADP-Glo luminescence, 60 min; hits give low values; active = max response of -50% or lower; inconclusive = between -30% and -50%; inactive = -30% or higher; also: value at the top dose of about 77 µM; % is scaled to controls: 0 for no effect and ±100 for the full control effect
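Single end-point luminescence (ADP-Glo) quantified ADP from PI5P4Kalpha turnover; ATP 5 microM final, 1 h at RT, 0.1% CHAPS and 0.28 mM EGTA in HEPES pH 7.4.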
EPAC1 antagonist – EPAC1 (human) antagonism. O95398. EPAC1 GEF assay, Rap1b-BODIPY-GDP exchange fluorescence. Potency, µM (top dose mostly 115 µM), for the others: at the highest dose activity change, negative = inhibition, most hits filed as inhibitors. 0.14% of 360,000 active. AID 720709;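 also: potency is read from the fitted curve at half-maximal effect; plate controls were vehicle for no effect and positive control for full effect; nearly all actives have a fitted effect of over 50% in size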
WRN inhibitor – WRN helicase (human) inhibition; Q14191; WRN helicase unwinding, fluorescent forked duplex, kinetic; Potency, µM (highest dose often 114 µM), inactives show top-dose activity change, negative = inhibition, hits mostly inhibitors; 0.46% of 360,000 active; AID 651768; also: potency is read from the fitted curve at half-maximal effect; % is scaled to controls: 0 for no effect and ±100 for the full control effect; nearly all actives have a fitted effect of over 55% in size
Target sequence (Q14191 whole entry, looked up): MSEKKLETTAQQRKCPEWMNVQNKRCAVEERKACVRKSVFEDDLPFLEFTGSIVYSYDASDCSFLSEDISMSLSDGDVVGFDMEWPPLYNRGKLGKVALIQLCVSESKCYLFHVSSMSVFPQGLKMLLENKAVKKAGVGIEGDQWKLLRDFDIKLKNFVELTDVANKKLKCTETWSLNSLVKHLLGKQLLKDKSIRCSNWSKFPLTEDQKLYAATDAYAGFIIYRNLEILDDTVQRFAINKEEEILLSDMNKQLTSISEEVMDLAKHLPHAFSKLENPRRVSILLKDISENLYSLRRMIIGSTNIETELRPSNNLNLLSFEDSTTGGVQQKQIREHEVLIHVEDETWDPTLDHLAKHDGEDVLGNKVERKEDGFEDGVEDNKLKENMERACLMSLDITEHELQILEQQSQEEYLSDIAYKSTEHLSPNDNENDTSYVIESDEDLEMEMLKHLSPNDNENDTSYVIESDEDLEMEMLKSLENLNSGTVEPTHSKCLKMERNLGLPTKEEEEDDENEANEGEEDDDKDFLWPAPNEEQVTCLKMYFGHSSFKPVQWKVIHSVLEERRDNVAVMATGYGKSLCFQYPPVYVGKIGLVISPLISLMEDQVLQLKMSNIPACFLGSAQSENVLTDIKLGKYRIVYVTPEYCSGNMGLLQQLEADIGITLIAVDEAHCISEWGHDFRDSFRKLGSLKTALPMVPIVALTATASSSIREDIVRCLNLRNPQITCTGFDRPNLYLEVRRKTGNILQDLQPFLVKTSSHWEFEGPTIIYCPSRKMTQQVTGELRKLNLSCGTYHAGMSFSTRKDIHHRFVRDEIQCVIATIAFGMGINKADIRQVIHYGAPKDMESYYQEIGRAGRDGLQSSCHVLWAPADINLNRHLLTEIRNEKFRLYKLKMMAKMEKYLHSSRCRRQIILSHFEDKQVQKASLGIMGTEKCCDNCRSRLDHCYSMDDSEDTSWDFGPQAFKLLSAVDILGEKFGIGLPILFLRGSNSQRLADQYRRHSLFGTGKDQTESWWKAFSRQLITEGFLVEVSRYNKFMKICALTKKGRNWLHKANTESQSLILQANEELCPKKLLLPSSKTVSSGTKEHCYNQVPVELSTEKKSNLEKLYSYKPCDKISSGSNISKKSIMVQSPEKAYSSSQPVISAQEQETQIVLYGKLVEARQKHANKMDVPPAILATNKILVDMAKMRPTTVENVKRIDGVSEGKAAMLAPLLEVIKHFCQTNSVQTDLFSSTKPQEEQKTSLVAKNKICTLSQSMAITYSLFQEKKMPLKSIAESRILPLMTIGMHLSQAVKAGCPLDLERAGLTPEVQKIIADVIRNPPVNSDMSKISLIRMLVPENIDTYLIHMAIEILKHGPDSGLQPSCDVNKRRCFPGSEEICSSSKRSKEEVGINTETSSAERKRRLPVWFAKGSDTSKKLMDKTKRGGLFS
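WRN at 20 nM final preincubated with compound 15 min at room temperature; reaction started with 100 nM fluorophore/quencher forked duplex oligonucleotide and 2 mM ATP final. Unwinding followed kinetically by red fluorescence (ex 525, em 598 nm).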
PLK1 PBD inh – blocks phosphopeptide binding to human PLK1 polo-box domain; P53350; Plk1 PBD binding of FITC phosphopeptide, fluorescence polarization; Potency, µM, for the others: max response, negative = inhibition, most hits filed as inhibitors; 2.8% of 360,000 active; AID 720504; also: potency is read from the fitted curve at half-maximal effect; series mostly up to about 57 µM; % is scaled to controls: 0 for no effect and ±100 for the full control effect; nearly all actives have a fitted effect of over 65% in size
EPAC1 ag – agonists of human EPAC1; AID 720707; EPAC1 agonist qHTS, biochemical assay; response scale: 100% = response to 6.5 mM cAMP; O95398; Potency, µM (highest dose often 154 µM), inactives show at the top dose activation, hits mostly activators; 0.073% of 360,000 active; also: potency is read from the fitted curve at half-maximal effect; nearly all actives have a fitted effect of over 60% in size
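Compounds were pinned as a concentration titration into mixtures of EPAC1 (100 nM), BODIPY-GDP-loaded Rap1B (250 nM) and GDP (50 uM). After 5 min at room temperature, fluorescence was followed for 30 min; activity was scaled to 6.5 mM cAMP.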
FUS suppressor – FUS proteinopathy suppression in yeast. S. cerevisiae FUS-expressing, growth rescue, OD600, 24 h. Potency, µM (titrated, usually from 76.6 µM), for the others: at the highest dose growth rescue (activation), usual class: activators. 0.24% of 390,000 active;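 also: potency is read from the fitted curve at half-maximal effect; plate controls were DMSO vehicle for no effect and reference control for full effect; nearly all actives have a fitted effect of over 55% in size; some results filed as inactive show a strong effect at the top dose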
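FUS-expressing yeast, raffinose-pregrown, induced in 2% galactose minimal medium at OD 0.005; compounds in a dilution series, 24hr at 30C. Growth restoration read as absorbance at 600 nm. CP55940 positive control, DMSO negative.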
IL2 activator – activators of IL-2. IL-2 activation reporter assay, cell-based qHTS; stimulated with anti-CD3/CD4/CD28 beads; in transgenic mouse T cells. activation, % (series mostly up to about 46 µM). 0.065% of 360,000 active; in the data active = activation above about 50%; inconclusive = mostly about 30% to 49%; also: 0% is about no effect
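Unstimulated transgenic mouse T cells preincubated 60 min with compound, then stimulated with anti-CD3/anti-CD4-coated beads plus anti-CD28 for 18 h at 37 degrees C. IL-2 response read as EGFP and DsRed fluorescence by plate cytometry.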
Abeta yeast res – compounds reversing amyloid beta toxicity in yeast; 0.063% of 410,000 active; yeast expressing A-beta42, growth rescue, OD600, 48 h; response scale: 0% DMSO, 100% iron-clioquinol control; Potency, µM (highest dose often 46.1 µM), without a hit: top-dose growth rescue, most hits filed as activators; also: potency is read from the fitted curve at half-maximal effect; nearly all actives have a fitted effect of over 55% in size
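Growth rescue measured by 600 nm absorbance after 48 h yeast culture at 30 C with compound. Values normalized between DMSO and an equimolar ferric chloride plus clioquinol control.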
Active calls of the source: *; ? = inconclusive; · = no result given; & = joins results of further samples; [ ] = another dose, or the depositor's remark. Unless noted, calls follow the shape of the dose curve; as a rule, active = well fitted curve in the direction sought with a large enough effect; inconclusive = small, poorly fitted or top-dose-only effect, or another doubt; inactive = no such curve, though single readings can be large; an effect the other way counts as inactive or inconclusive.

SMILES	PI5P4Ka inh	EPAC1 antagonist	WRN inhibitor	PLK1 PBD inh	EPAC1 ag	FUS suppressor	IL2 activator	Abeta yeast res
CCn1c(C)nc2cc(S(=O)(=O)C(F)(F)C(F)C(F)(F)F)ccc21 (stereo unspecified)	·	-1%	4%	-2%	-4%	-3%	-3.9	8%
CCOc1cc(C)ccc1OCc1nnc(SCC(=O)Nc2cccc(C(=O)O)c2)n1-c1ccccc1	-10	-5%	-4%	-8%	0%	-13%	1.5	-4%
COc1ccc(C2CC(=O)Nc3cc(C)c(C)cc32)c(OC)c1OC (stereo unspecified)	7	-8%	-19%	-4%	2%	-13%	-0.4	6%
O=C(CSCc1ccccc1)Nc1ccccc1	5	-7%	1%	-24%	4%	14%	-3.2	0%
c1ccc(Nc2nc(N3CCOCC3)c3ccccc3n2)cc1	-3	5%	-6%	0%	-7%	-3%	-3.0	14%
O=C(O)CC1S/C(=N/N=C/c2ccc(-c3ccccc3[N+](=O)[O-])o2)NC1=O (stereo unspecified)	·	1%	-28%	-20%	10%	10%	-0.5	-2%
CC(Cc1cccs1)NC(=S)Nc1ccc(F)cc1 (stereo unspecified)	0	-14%	-6%	-11%	-8%	-7%	-3.3	13µM*
Cc1cc(C)cc(C(=O)NCC(=O)OCc2c(C)noc2C)c1	-5	-3%	-22%	-7%	6%	·	-1.0	-8%
COc1ccc(C(=O)/C=C/Nc2ccc(S(=O)(=O)Nc3cc(OC)nc(OC)n3)cc2)c(OC)c1	5	?	-32%	-6%	10%	38%	3.0	-21%
C[C@@H]1CN([C@@H](C)CO)C(=O)c2cc(C#Cc3cccc(F)c3)cnc2O[C@H]1CN(C)C(=O)C1CCCCC1	1	-12%	7%	6%	-13%	?	-1.6	9%
CCCOc1ccc(C(=O)NNC(=O)c2cccc(S(=O)(=O)N3CCN(C(C)=O)CC3)c2)cc1OC	4	6%	9%	-6%	1%	21%	-1.2	2%
c1ccc(COc2cccc(-c3cc4nc(NCCc5ccncc5)ccn4n3)c2)cc1	0	-21%	-14%	-2%	3%	?	-0.6	-17%
CS(=O)(=O)c1nc([N+](=O)[O-])nn1CCCc1ccccc1	-2	-18%	-6%	-20%	10%	5%	-2.7	-36%[inhibitor]
Cc1nc(N2CCC(C)CC2)c2c(C)c(C(=O)Nc3cccc(C(F)(F)F)c3)sc2n1	24	?	-28%	-12%	-11%	24%	-1.9	-11%
FC(F)Oc1ccccc1/C=N/n1cnc2ccccc21	2	-15%	-4%	-6%	-4%	15%	-1.2	-16%
Cc1nc2ccccc2c(=O)n1/N=C/c1ccccc1O	0	79µM*	-6%	-4%	10%	-20%	-1.5	-2%
COc1ccc(C(=O)N(Cc2ccc(N(C)C)cc2)C2CCS(=O)(=O)C2)cc1 (stereo unspecified)	6	14%	3%	-1%	2%	32%	-0.5	-2%
N/C(=N\OC(=O)c1ccc2ccccc2c1)c1ccccn1	-18	-6%	-2%	0%	-4%	14%	-3.1	-25%
CCCCN(C(=O)CSCc1ccc(C)cc1)c1c(N)n(CCC)c(=O)[nH]c1=O	0	5%	-23%	-4%	-3%	25%	0.6	8%
CN1CCN(C(=O)C[C@@H]2C=C[C@H](NS(=O)(=O)c3cccc(F)c3)[C@@H](CO)O2)CC1	0	-4%	3%	1%	6%	2%	0.3	2%
COc1cc2oc(-c3ccc(O)cc3)cc(=O)c2c(OC)c1O	-20	-12%	0%	4%	1%	-26%	-2.4	10%
Clc1ccc(-c2nnc3sc(Cc4cccs4)nn23)c(Cl)c1	-29	1%	-3%	-6%	4%	31%	-1.2	-28%
O=C(O)CCNC(=O)COc1ccc2c3c(c(=O)oc2c1)CCCC3	0	3%	1%[57.1 µM]	7%	4%	4%	3.0	12%
CC(=O)c1ccccc1Oc1nc(CN2CCOCC2)nc2scc(-c3cccs3)c12	1	-10%	-19%	-24%	4%	32%	-1.2	-19%
CCc1nc2cc3sc(CC)nc3cc2s1	-1	-26%	-4%[57.1 µM]	-6%	-2%	1%	-0.2	4%

Next structures follow.
SMILES	PI5P4Ka inh	EPAC1 antagonist	WRN inhibitor	PLK1 PBD inh	EPAC1 ag	FUS suppressor	IL2 activator	Abeta yeast res
O=C(COc1ccc(S(=O)(=O)NC2CCCCC2)cc1)NCC1CCCO1 (stereo unspecified)	·	13%	-7%	-5%	10%	1%	0.1	-8%
Cc1cc(NC(=O)C2CCCN(S(=O)(=O)c3cnc[nH]3)C2)ccc1Br (stereo unspecified)	5	-6%	-6%	-13%	-3%	-13%	-0.8	3%
CCOC(=O)N1CCC(Nc2c(Nc3cccc(CC)c3)c(=O)c2=O)CC1	·	-18%	-7%	-6%	-9%	20%	-1.3	-44%[inhibitor]
COc1ccc(NC(=O)N2CCCC(c3ccccc3)C2)cc1 (stereo unspecified)	1	3%	-4%	3%	0%	-8%	1.8	8%
CCC1COCCS(=O)(=O)N1Cc1ccc(F)cc1 (stereo unspecified)	-4	-11%	8%	-11%	-2%	-20%	-1.2	-8%
COc1ccc(-c2ccc(C(=O)NCCN(C)C)c3occc23)c(C)c1	1	-11%	0%	-9%	-8%	-24%	0.7	-22%
CC1=NN(c2ccc(Cl)c(C(=O)O)c2)C(=O)C1	-17	-13%	?	-29%	-15%	·	-4.3	10%
CCCCN(C(=O)CC1CCCC1)c1c(N)n(CCCC)c(=O)[nH]c1=O	3	-19%	-1%	-3%	-10%	-6%	-0.4	-20%
O=C(Nc1ccccc1)C1CCN(c2nccs2)CC1	-3	10%	-1%	?	-4%	40%	0.0	25%
O=S(=O)(O)c1cccc2c(N=Nc3ccc(O)c4ncccc34)cccc12	-81*	?	22µM*	21µM*	?	16%	-3.9	-8%
O=C(Nc1ccc(F)c(Cl)c1)Nc1csc2ccccc12	10	-14%	-12%	-5%	10%	-9%	6.1	13%
COc1ccc(C(=O)Nc2ccc(C(=O)NCCc3ccc(OC)c(OC)c3)cc2)cc1	-3	-4%	0%	-2%	7%	-3%	-1.6	-4%
COc1ccccc1C1C2=C(N=c3s/c(=C/c4cccc(OCC(=O)O)c4)c(=O)n31)c1ccccc1CC2 (stereo unspecified)	?	-19%	-32%	?	15%	?	-0.3	-15%
CC(=O)Oc1ccc(C(=O)NCc2ccco2)cc1	-2	13%	4%	-6%	0%	-2%	-3.6	0%
CC(=O)N1[C@H](C)C=C[C@]1(Cc1ccccc1)C(=O)NCCN1CCOCC1	-1	5%	2%	2%	-3%	-12%	-3.0	-7%
COc1ccccc1N1CCN(CC(=O)c2c(C)n(C)c3ccccc23)CC1	-2	-8%	1%	-10%	7%	19%	2.7	19%
CCN(CC)CCNC(=O)c1cc2c(-c3ccc(Cl)cc3)nn(C)c2s1	-1	3%	48%[activator]	-6%	-23%	-5%	-3.8	-38%[inhibitor]
CCCn1c(=O)c(C(=O)NCc2ccc3c(c2)OCO3)c(O)c2ccccc21	23	-7%	-5%	-7%	5%	0%	3.2	-25%
COCCNCc1cc(C)n(-c2cc(S(=O)(=O)N3CCOCC3)ccc2N2CCCC2)c1C	-4	9%	6%	3%	6%	·	-1.3	-10%
Nc1nc2nc(-c3ccccc3)cc(=O)n2[nH]1	-4	17%	-3%	-7%	6%	0%&6%	-0.5	-16%&-9%
Cc1ccc(S(=O)(=O)CCC(=O)Nc2ccccc2C)cc1	-5	-14%	3%	-13%	-5%	-4%	2.7	9%
NC(=O)C1CC(=O)N(c2ccc(OCc3ccc([N+](=O)[O-])cc3)cc2)C1 (stereo unspecified)	5	-22%	2%	-17%	-1%	14%	-1.2	-9%

Among those listed so far, these contain four or more nitrogen atoms.
SMILES	PI5P4Ka inh	EPAC1 antagonist	WRN inhibitor	PLK1 PBD inh	EPAC1 ag	FUS suppressor	IL2 activator	Abeta yeast res
CCOc1cc(C)ccc1OCc1nnc(SCC(=O)Nc2cccc(C(=O)O)c2)n1-c1ccccc1	-10	-5%	-4%	-8%	0%	-13%	1.5	-4%
c1ccc(Nc2nc(N3CCOCC3)c3ccccc3n2)cc1	-3	5%	-6%	0%	-7%	-3%	-3.0	14%
O=C(O)CC1S/C(=N/N=C/c2ccc(-c3ccccc3[N+](=O)[O-])o2)NC1=O (stereo unspecified)	·	1%	-28%	-20%	10%	10%	-0.5	-2%
COc1ccc(C(=O)/C=C/Nc2ccc(S(=O)(=O)Nc3cc(OC)nc(OC)n3)cc2)c(OC)c1	5	?	-32%	-6%	10%	38%	3.0	-21%
CCCOc1ccc(C(=O)NNC(=O)c2cccc(S(=O)(=O)N3CCN(C(C)=O)CC3)c2)cc1OC	4	6%	9%	-6%	1%	21%	-1.2	2%
c1ccc(COc2cccc(-c3cc4nc(NCCc5ccncc5)ccn4n3)c2)cc1	0	-21%	-14%	-2%	3%	?	-0.6	-17%
CS(=O)(=O)c1nc([N+](=O)[O-])nn1CCCc1ccccc1	-2	-18%	-6%	-20%	10%	5%	-2.7	-36%[inhibitor]
Cc1nc(N2CCC(C)CC2)c2c(C)c(C(=O)Nc3cccc(C(F)(F)F)c3)sc2n1	24	?	-28%	-12%	-11%	24%	-1.9	-11%
CCCCN(C(=O)CSCc1ccc(C)cc1)c1c(N)n(CCC)c(=O)[nH]c1=O	0	5%	-23%	-4%	-3%	25%	0.6	8%
Clc1ccc(-c2nnc3sc(Cc4cccs4)nn23)c(Cl)c1	-29	1%	-3%	-6%	4%	31%	-1.2	-28%
Cc1cc(NC(=O)C2CCCN(S(=O)(=O)c3cnc[nH]3)C2)ccc1Br (stereo unspecified)	5	-6%	-6%	-13%	-3%	-13%	-0.8	3%
CCCCN(C(=O)CC1CCCC1)c1c(N)n(CCCC)c(=O)[nH]c1=O	3	-19%	-1%	-3%	-10%	-6%	-0.4	-20%
CCN(CC)CCNC(=O)c1cc2c(-c3ccc(Cl)cc3)nn(C)c2s1	-1	3%	48%[activator]	-6%	-23%	-5%	-3.8	-38%[inhibitor]
COCCNCc1cc(C)n(-c2cc(S(=O)(=O)N3CCOCC3)ccc2N2CCCC2)c1C	-4	9%	6%	3%	6%	·	-1.3	-10%
Nc1nc2nc(-c3ccccc3)cc(=O)n2[nH]1	-4	17%	-3%	-7%	6%	0%&6%	-0.5	-16%&-9%

Rows are unselected. About 4.1% of those tested had a hit in this group.
